Bioassay records deposited in PubChem by National Center for Advancing Translational Sciences (NCATS).
RGS4 inhibitor: inhibitors of human regulator of G protein signaling 4; Potency, µM (top dose mostly 114 µM), without a hit: top-dose activity change, negative = inhibition, actives largely listed as inhibitors; P49798; Transcreener GDP fluorescence polarization, RGS4-accelerated GTP hydrolysis; 390,000 compounds, 0.039% hits; AID 504845; also: potency is read from the fitted curve at half-maximal effect; % is scaled to controls: 0 for no effect and ±100 for the full control effect; nearly all actives have a fitted effect of over 75% in size; some results filed as inactive show a strong effect at the top dose
Target sequence (P49798 whole entry, looked up): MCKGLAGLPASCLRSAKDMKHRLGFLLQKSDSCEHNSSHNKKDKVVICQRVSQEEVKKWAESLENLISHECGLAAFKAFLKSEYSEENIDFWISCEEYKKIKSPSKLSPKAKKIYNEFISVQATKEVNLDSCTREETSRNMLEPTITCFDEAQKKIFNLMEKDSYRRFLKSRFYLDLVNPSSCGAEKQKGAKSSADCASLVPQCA
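MLSMR compounds (23 nl, pin-transferred) preincubated 10 min at room temperature with a 500nM (2x) first reagent, then RGS4 at 900nM (2x) plus Transcreener GDP mix added; fluorescence polarization (620/688 nm) read before and after 90 min at 30 °C.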
LDHA inh: LDHA (human) enzyme inhibition; P00338; purified LDHA, NADH/diaphorase-resazurin fluorescence; hits give low values; activity change, % (values are at about 110 or 230 µM); 480,000 compounds, 0.15% hits; AID 1347041; in the data active = activity change below about -30%; inconclusive = mostly about -25% to -30%;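 also: plate controls were DMSO wells for no effect and wells without enzyme for full effect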
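Resorufin fluorescence (ex540/em590), read at 0 and 20 min after diaphorase/resazurin addition, reports the NADH left after a 5 min room-temperature reaction of 2 nM human LDH5 with 0.06 mM NADH and 0.2 mM pyruvate.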
D2 ag: D2 dopamine receptor (human) agonism; P14416; HEK293 T-REx D2 cells, calcium flux agonist mode; activation, % at 2 µM; 340,000 compounds, 0.53% hits; AID 485358;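 active = activation over 3 SD above normal in the single-dose calcium agonist read, cut at about 30% in these data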; also: 0% is about no effect
Target sequence (P14416 whole entry, looked up): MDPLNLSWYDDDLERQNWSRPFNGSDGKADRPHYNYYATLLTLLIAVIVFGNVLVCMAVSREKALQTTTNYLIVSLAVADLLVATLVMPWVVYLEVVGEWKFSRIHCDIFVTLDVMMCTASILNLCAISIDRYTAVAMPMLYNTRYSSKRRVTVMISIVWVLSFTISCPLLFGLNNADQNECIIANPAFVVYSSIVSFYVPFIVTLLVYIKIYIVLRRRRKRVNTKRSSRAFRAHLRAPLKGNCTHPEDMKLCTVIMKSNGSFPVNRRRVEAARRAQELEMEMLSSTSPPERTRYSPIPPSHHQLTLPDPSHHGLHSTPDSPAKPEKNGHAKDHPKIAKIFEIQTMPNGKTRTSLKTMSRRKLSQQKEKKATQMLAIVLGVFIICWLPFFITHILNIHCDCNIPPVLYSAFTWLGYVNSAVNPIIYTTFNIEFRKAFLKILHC
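In this primary screen, compounds producing a positive calcium signal within 180 s of addition to tetracycline-induced, force-coupled HEK293 Trex D2 cells are flagged; cells are dye-loaded with a no-wash calcium kit beforehand.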
D2 antag: antagonizes the human D2 dopamine receptor; P14416; HEK293 TREx D2 cells, calcium flux, dopamine EC80; inhibition, % at 10 µM; 340,000 compounds, 2% hits; in the data active = inhibition above about 30%; also: 0% is about no effect
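Compounds are added to dye-loaded, induced HEK293 T-REx cells coupled to calcium release via D2; after a 3 min kinetic read an EC80 dopamine stimulus is given and fluorescence is recorded for 3 more min.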
Glioma ERSR ind: induces the endoplasmic reticulum stress response in human glioma cells. 420,000 compounds, 0.02% hits. U87-MG GRP78 promoter luciferase reporter, 16 h. Potency, µM, for inactives: top-dose activation, usual class: activators; also: potency is read from the fitted curve at half-maximal effect; series mostly up to about 76 µM; % of control where 0% means no effect; nearly all actives have a fitted effect of over 35% in size
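Stably transfected U87-MG human glioma cells carrying a GRP78-based luminescent sensor were seeded at 1000 cells/well, pin-dosed with compounds and incubated 16 h. Luciferase reagent was then added, and end-point luminescence was read after 10 min at room temperature.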
Vif-A3G inh: blocks the Vif interaction with human APOBEC3G; Potency, µM (doses to about 46.1 µM), for inactives: top-dose activity, negative = active, most hits filed as inhibitors; Q9HC16; HeLa A3G-eYFP + Vif (tagged APOBEC3G with the HIV-1 protein that degrades it), YFP fluorescence, overnight; 410,000 compounds, 0.076% hits;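 also: potency is read from the fitted curve at half-maximal effect; % is scaled to controls: 0 for no effect and ±100 for the full control effect; nearly all actives have a fitted effect of over 60% in size; hits raise eYFP signal because A3G escapes Vif-driven loss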
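HeLa cells stably expressing Vif and C-terminally eYFP-tagged A3G, seeded overnight at 37 deg C, then exposed to compound by pintool overnight at 37 deg C. Rise in yellow fluorescence (Ex 488/Em 500-530, Acumen) marks blocked Vif-driven A3G degradation.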
ERG-DNA inh: inhibitors of human ERG Ets domain-DNA interaction; P11308; fluorescence polarization, His-ERG Ets domain / labelled DNA; Potency, µM (top dose mostly 76.9 µM), for inactives: at the highest dose FP activity, negative = inhibition, actives largely listed as inhibitors; 370,000 compounds, 0.028% hits; AID 624246; active = well fitted inhibition curve with a large enough effect in the polarisation, with a control signal flat; inconclusive = small, poorly fitted or top-dose-only effect, or effect the other way, or a change in a side signal; inactive = no such curve, though single readings can be large or run the other way; the % refers to the polarisation;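 also: polarization taken with two DNA probes labelled with fluorescein and Texas red; potency is read from the fitted curve at half-maximal effect; % of control where 0% means no effect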
Target sequence (P11308 whole entry, looked up, the tested form may be a part): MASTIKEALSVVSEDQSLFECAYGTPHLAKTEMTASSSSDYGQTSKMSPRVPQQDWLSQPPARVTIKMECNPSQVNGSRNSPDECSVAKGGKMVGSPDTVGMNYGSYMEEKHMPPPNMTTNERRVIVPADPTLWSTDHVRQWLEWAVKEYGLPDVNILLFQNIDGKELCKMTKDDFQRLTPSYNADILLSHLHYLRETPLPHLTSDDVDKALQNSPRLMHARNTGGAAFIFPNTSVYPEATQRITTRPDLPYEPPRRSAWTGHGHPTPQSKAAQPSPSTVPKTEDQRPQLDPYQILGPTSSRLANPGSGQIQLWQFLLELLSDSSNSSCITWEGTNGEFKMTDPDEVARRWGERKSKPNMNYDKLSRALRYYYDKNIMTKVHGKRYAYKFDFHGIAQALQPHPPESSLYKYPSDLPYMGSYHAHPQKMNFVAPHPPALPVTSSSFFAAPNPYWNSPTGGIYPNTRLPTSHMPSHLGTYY
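His-tagged ERG Ets domain (1 uM in the protein solution; 300mM KCl, 50mM Tris-HCl, 1mM EDTA, 1mM DTT, pH 7.5) received compound, then a probe mix of 5 nM fluorescein-DNA and 100nM Texas-615-DNA. Fluorescence polarization was read for both dyes.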
12-LOX inh: ALOX12 (human) lipoxygenase inhibition; P18054; purified 12hLO, xylenol orange hydroperoxide absorbance; Potency, µM (highest dose often 108 µM), inactives show at the highest dose activity change, negative = inhibition, hits mostly inhibitors; 580,000 compounds, 1.1% hits; also: potency is read from the fitted curve at half-maximal effect; % is scaled to controls: 0 for no effect and ±100 for the full control effect
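Purified human 12hLO (150 nM final) in 25 mM Hepes, 0.01% Triton X-100, pH 7.0 was preincubated 15 min at room temperature with compound. Then 40 uM arachidonic acid was added, 30 min. Hydroperoxide was read by Fe-XO absorbance ratio 573/405 nm.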
Vif-A3F inh: inhibitors of Vif-A3F interaction. AID 602313. 390,000 compounds, 0.2% hits. Potency, µM (doses to about 46.1 µM), for the others: at the highest dose activity, negative = active. HeLa A3F-eYFP + Vif (tagged APOBEC3F with the HIV-1 protein that degrades it), YFP fluorescence increase; also: potency is read from the fitted curve at half-maximal effect; % of control where 0% means no effect; nearly all actives have a fitted effect of over 65% in size
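HeLa cells stably expressing A3F-eYFP plus Vif, plated and incubated overnight at 37 deg C, then exposed to compounds overnight at 37 deg C. Blocked degradation read as raised yellow fluorescence (Ex 488/Em 500-530).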
Active calls of the source: *; [ ] = another dose, or the depositor's remark. Unless noted, calls follow the shape of the dose curve; as a rule, active = well fitted curve in the direction sought with a large enough effect; inconclusive = small, poorly fitted or top-dose-only effect, or another doubt; inactive = no such curve, though single readings can be large; an effect the other way counts as inactive or inconclusive. Not all compounds are listed. The share of hits here may be higher or lower than overall.

What do the screens show for `CCN(CC)c1ccc(NC(=O)CSC(=O)c2ccccc2)cc1`?
RGS4 inhibitor: -41.8%; LDHA inh: 1.0; Glioma ERSR ind: 3.1%; Vif-A3G inh: -1.2%; ERG-DNA inh: 14.5%; 12-LOX inh: -8.1%; Vif-A3F inh: -9.8%

Results for CCc1ccc(NCc2cc3ccc(OC)cc3n(CC(=O)Nc3c(C)cc(C)cc3C)c2=O)cc1 ?
RGS4 inhibitor: 30.9%; LDHA inh: -8.5; D2 ag: 0.3; Glioma ERSR ind: -2.6%; Vif-A3G inh: -5.2%; ERG-DNA inh: 4.8%; 12-LOX inh: -13.0%; Vif-A3F inh: 2.5%

What do the screens show for `CCOC(=O)Cc1csc(NC(=O)c2cccc(N3C(=O)CCC3=O)c2)n1`?
RGS4 inhibitor: -22.3%; LDHA inh: -2.9; D2 ag: 0.3; D2 antag: -0.4; Glioma ERSR ind: -1.7%; Vif-A3G inh: -1.6%; 12-LOX inh: -24.8%; Vif-A3F inh: -1.8%

What do the screens show for `CCc1ccc(NC(=O)Cn2c(=O)n(Cc3ccco3)c(=O)c3cccnc32)cc1`?
RGS4 inhibitor: 24.1%; LDHA inh: -12.6; D2 ag: -0.1; Glioma ERSR ind: -3.8%; Vif-A3G inh: 0.6%; ERG-DNA inh: 2.9%; 12-LOX inh: 0.0%; Vif-A3F inh: -6.2%

Results for COCCn1c(=S)[nH]c2cc(C(=O)N3CC(C)CC(C)C3)ccc2c1=O (configuration not stated) ?
RGS4 inhibitor: 10.2%; LDHA inh: -5.7; D2 ag: 0.6; D2 antag: -1.7; Glioma ERSR ind: -1.2%; Vif-A3G inh: 9.7%; ERG-DNA inh: 9.5%; 12-LOX inh: 9.8%; Vif-A3F inh: 5.7%

What do the screens show for `c1ccc(CSc2ncccn2)cc1`?
RGS4 inhibitor: -13.4%; LDHA inh: -10.7; D2 ag: -0.1; D2 antag: 7.7; Glioma ERSR ind: 1.2%; Vif-A3G inh: 0.1%; ERG-DNA inh: 7.6%; 12-LOX inh: 7.6%; Vif-A3F inh: 0.7%

What do the screens show for `CCCCOc1ccc(CNC(=O)C2COc3ccc(OC)cc3C2)cc1` (configuration not stated)?
RGS4 inhibitor: -23.1%; LDHA inh: 1.1; D2 ag: 0.1; Glioma ERSR ind: -1.5%; Vif-A3G inh: 0.6%; ERG-DNA inh: 8.8%; 12-LOX inh: -24.2%; Vif-A3F inh: -4.6%

How did CCn1ncc(C(=O)Nc2cc(C)on2)c1C do in these assays?
RGS4 inhibitor: -17.5%; LDHA inh: -5.8; D2 ag: 0.7; D2 antag: -27.8; Glioma ERSR ind: 8.6%; Vif-A3G inh: 0.5%; ERG-DNA inh: 2.3%; 12-LOX inh: 10.9%; Vif-A3F inh: -8.2%

Results for COc1ccc(C(C)=O)cc1COC(=O)c1ccc2c(c1)OCO2 ?
RGS4 inhibitor: -6.4%; LDHA inh: -2.2; D2 ag: 0.5; D2 antag: 0.5; Glioma ERSR ind: -8.8%; Vif-A3G inh: -4.6%; ERG-DNA inh: -8.3%; 12-LOX inh: -12.5%; Vif-A3F inh: 2.8%

How did N=c1c2c(n(Cc3ccc([N+](=O)[O-])cc3)c3c1CCC3)CCCC2 do in these assays?
RGS4 inhibitor: inconclusive; LDHA inh: -16.0; D2 ag: 0.4; D2 antag: -17.2; Glioma ERSR ind: -2.9%; Vif-A3G inh: 5.3%; ERG-DNA inh: -9.5%; 12-LOX inh: inconclusive; Vif-A3F inh: -7.6%

Results for CCS(=O)(=O)N1CCc2cc(C(=O)NCc3ccccc3)ccc21 ?
RGS4 inhibitor: 20.8%; LDHA inh: -7.9; Glioma ERSR ind: 0.9%; Vif-A3G inh: 1.6%; ERG-DNA inh: -11.9%; 12-LOX inh: 0.0%; Vif-A3F inh: -10.1%

What do the screens show for `COc1ccc(N2CC(C(=O)N3CCC(c4nc5ccccc5[nH]4)CC3)CC2=O)cc1` (configuration not stated)?
RGS4 inhibitor: -5.2%; LDHA inh: 0.5; D2 ag: -0.6; D2 antag: 10.5; Glioma ERSR ind: -4.7%; Vif-A3G inh: 0.4%; ERG-DNA inh: 0.1%; 12-LOX inh: 2.2%; Vif-A3F inh: 2.8%

How did CC1(C)CC2CC(C)(CN2C(=O)c2cc(-c3ccc(O)cc3)on2)C1 (configuration not stated) do in these assays?
RGS4 inhibitor: 15.0%; LDHA inh: -4.9; D2 ag: 1.3; D2 antag: 14.8; Glioma ERSR ind: -1.8%; Vif-A3G inh: -3.3%; ERG-DNA inh: 6.5%; 12-LOX inh: inconclusive; Vif-A3F inh: 0.2%

How did Cc1cc(C)nc(SCc2cc(=O)c(OC(=O)c3ccc(Br)o3)co2)n1 do in these assays?
RGS4 inhibitor: -13.9%; LDHA inh: -1.9; Glioma ERSR ind: -2.8%; Vif-A3G inh: 1.2%; ERG-DNA inh: -6.3%; 12-LOX inh: -24.6%; Vif-A3F inh: -4.1%

How did FC(F)(F)Oc1ccc(NC(=S)Nc2ccccc2N2CCOCC2)cc1 do in these assays?
RGS4 inhibitor: -14.2%; LDHA inh: -2.3; D2 ag: 0.3; D2 antag: 3.8; Glioma ERSR ind: -4.6%; Vif-A3G inh: -3.5%; ERG-DNA inh: 4.7%; 12-LOX inh: -18.4%; Vif-A3F inh: 2.5%

Results for CCCN(CC(=O)Nc1ccc(F)c(F)c1F)C(=O)Cn1c(=O)cnc2ccccc21 ?
RGS4 inhibitor: 1.6%; LDHA inh: -4.4; D2 ag: 0.1; D2 antag: 2.1; Glioma ERSR ind: -4.2%; Vif-A3G inh: -9.2%; ERG-DNA inh: -2.9%; 12-LOX inh: 3.5%; Vif-A3F inh: 0.7%

What do the screens show for `Cc1cc(NC(=O)c2cn(C3CCCCC3)c(=O)c3c2c2ccccc2n3C)no1`?
RGS4 inhibitor: -15.3%; LDHA inh: 2.2; D2 ag: -0.1; D2 antag: -6.5; Glioma ERSR ind: -0.5%; Vif-A3G inh: -6.1%; ERG-DNA inh: -9.4%; 12-LOX inh: -15.3%; Vif-A3F inh: 0.3%

How did CN(C(=O)c1ccc(NC(=O)Cc2cccc(NC(=O)C3CCN(C(=O)c4ccccc4)CC3)c2)cc1)C1CC1 do in these assays?
RGS4 inhibitor: 9.9%; LDHA inh: -3.6; Glioma ERSR ind: -0.4%; Vif-A3G inh: 1.9%; ERG-DNA inh: 12.0%; 12-LOX inh: inconclusive; Vif-A3F inh: 3.1%

What do the screens show for `Cn1cccc1C1C=C(c2ccc(C(C)(C)C)cc2)Nc2ncnn21` (configuration not stated)?
RGS4 inhibitor: 15.5%; LDHA inh: -0.3; Glioma ERSR ind: -0.2%; Vif-A3G inh: 2.0%; ERG-DNA inh: -9.4%; 12-LOX inh: -13.0%; Vif-A3F inh: 4.6%

How did Cc1nc(CNS(=O)(=O)c2cc(F)ccc2F)cs1 do in these assays?
RGS4 inhibitor: -7.1%; LDHA inh: 0.0; D2 ag: -1.3; D2 antag: 8.3; Glioma ERSR ind: inconclusive; Vif-A3G inh: 1.3%; 12-LOX inh: 8.2%; Vif-A3F inh: -4.2%

What do the screens show for `COCCN(C(=O)c1ccco1)c1nnc(-c2ccc(F)cc2)s1`?
RGS4 inhibitor: -11.9%; LDHA inh: -8.2; D2 ag: 0.1; D2 antag: 23.8; Glioma ERSR ind: 1.4%; Vif-A3G inh: -5.2%; ERG-DNA inh: 7.0%; 12-LOX inh: 6.5%; Vif-A3F inh: -12.5%

How did Cc1cccc(C)c1OCC(=O)Nc1ccc2c(c1)OCCO2 do in these assays?
RGS4 inhibitor: -20.2%; LDHA inh: 1.1; D2 ag: 0.7; D2 antag: -26.5; Glioma ERSR ind: -0.6%; Vif-A3G inh: inconclusive; ERG-DNA inh: 3.4%; 12-LOX inh: 0.0%; Vif-A3F inh: -19.7%

What do the screens show for `CN(CCC#N)CC(=O)Nc1ccc(NC(=O)CN(C)CCC#N)cc1`?
RGS4 inhibitor: 7.8%; LDHA inh: 0.9; D2 ag: -0.6; D2 antag: 12.4; Glioma ERSR ind: -3.1%; Vif-A3G inh: -6.6%; ERG-DNA inh: -3.1%; 12-LOX inh: -8.9%; Vif-A3F inh: 0.0%

What do the screens show for `Cc1ccc(C(=O)Nc2ccncc2)c(C)c1`?
RGS4 inhibitor: 24.7%; LDHA inh: -3.2; D2 ag: -0.3; D2 antag: -14.9; Glioma ERSR ind: 5.1%; Vif-A3G inh: 0.9%; ERG-DNA inh: -10.1%; 12-LOX inh: 8.0%; Vif-A3F inh: -5.5%

How did COC(=O)c1ccc2c(=O)n(CCCCCC(=O)N3CCN(c4ccc(F)cc4)CC3)c(=O)[nH]c2c1 do in these assays?
RGS4 inhibitor: -19.2%[56.9 µM]; LDHA inh: -4.3; D2 ag: 6.0; D2 antag: -11.3; Glioma ERSR ind: -5.5%; Vif-A3G inh: -1.3%; ERG-DNA inh: -1.2%; 12-LOX inh: 5.3%; Vif-A3F inh: -0.7%

What do the screens show for `COC(=O)C1=C(C(=O)OC)[C@@H]2Nc3ccccc3[C@@]23C[C@@H](C(=O)OC)N(C(=O)COCc2ccccc2)C3=N1`?
RGS4 inhibitor: 0.3%; LDHA inh: 2.4; Glioma ERSR ind: -1.5%; Vif-A3G inh: -0.2%; ERG-DNA inh: -0.5%; 12-LOX inh: -9.4%; Vif-A3F inh: -0.4%

How did O=C(NC1CCCC1)c1cccc(NC(=O)c2ccco2)c1 do in these assays?
RGS4 inhibitor: -33.5%; LDHA inh: 0.0; D2 ag: 0.5; D2 antag: 2.1; Glioma ERSR ind: 2.1%; Vif-A3G inh: 0.0%; ERG-DNA inh: -10.0%; 12-LOX inh: -5.2%; Vif-A3F inh: -2.7%
